Screening data from PubChem BioAssay.
aSyn yeast rescue: qHTS of alpha-syn Inhibitors: NCGC Sytravon Library Screen; S. cerevisiae alpha-synuclein toxicity rescue, BacTiter-Glo growth, 24 h; Potency, µM (highest dose often 46.1 µM), inactives show at the top dose growth rescue (activation), actives largely listed as activators; hit rate 0.02% among 94,000; AID 1347070, 2019; active = well fitted activation curve with a large enough effect; note: 0% is about no effect
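Growth restoration measured by BacTiter-Glo luminescence after 24 hr at 30 deg C; alpha-synuclein yeast, raffinose-pregrown to mid-log, were added at OD600=0.02 in galactose medium onto pinned compounds.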
An asterisk follows results filed as active; [ ] = dose if it differs, or a comment. Potency is the fitted concentration of half-maximal effect. A portion of the library, so the mix of outcomes need not match the whole.

Structure	aSyn yeast rescue
CC(=O)c1ccc(NC(=O)C(C)OC(=O)c2ccc(NS(=O)(=O)c3ccc4[nH]c(=O)[nH]c4c3)cc2)cc1 (stereo unspecified)	9%
O=C(CSc1ccc2nc(-c3ccccc3)cn2n1)Nc1cccc(F)c1	-11%
CCc1ccc(NC(=O)c2nnn(Cc3cccc(C(F)(F)F)c3)c2N)cc1	-12%
Cc1ccc(CN2C(=O)c3ccccc3Sc3ccc(C(=O)N4CCOCC4)cc32)cc1	6%
COCc1c(C(=O)NCC(c2ccco2)N2CCCC2)oc2ccccc12 (stereo unspecified)	-10%
CCS(=O)(=O)N1Cc2ccccc2CC1C(=O)N(C)Cc1ccc(OC)cc1OC (stereo unspecified)	8%
CC(C)c1ccc(NC(=O)[C@H]2O[C@@H]3OC(C)(C)O[C@@H]3[C@H]3OC(C)(C)O[C@H]32)cc1	8%
Cc1[nH]n(-c2nc(-c3ccc(Cl)cc3)cs2)c(=O)c1N=Nc1ccc(O)cc1	10%
O=C(c1ccc([N+](=O)[O-])s1)N1CCN(c2ccc(C(F)(F)F)cn2)CC1	8%
O=C(NCC(c1ccco1)S(=O)(=O)c1cccs1)c1ccccc1 (stereo unspecified)	-10%
COc1cc(C(=O)N2CCN(C3=NS(=O)(=O)c4ccccc43)CC2)cc(OC)c1OC	-3%
Cc1cc2c(cc3c(SCC(=O)Nc4cccc(Cl)c4C)nnc(C)n32)o1	-4%
CCCCN(C)C(=O)C1CCCN(S(=O)(=O)c2ccc3c(c2)oc(=O)n3C)C1 (stereo unspecified)	-3%
C[C@@H]1CN([C@H](C)CO)C(=O)c2cc(-c3ccc(C(=O)N(C)C)cc3)cnc2O[C@@H]1CN(C)C(=O)c1cccnc1	1%
O=C(NCc1ccc2c(c1)OCO2)c1c(O)nc2sccn2c1=O	1%
CCCCCn1c(=O)[nH]c2cc(C(=O)Nc3ccc(OC)c(OC)c3)ccc2c1=O	-8%
Cc1ccc(NC(c2nnc(-c3ccccc3)o2)c2ccccc2F)c(Cl)c1 (stereo unspecified)	12%
CCOc1ccc(-c2csc3ncnc(Nc4cccc(O)c4)c23)cc1	-8%
COc1ccc(CCNC(=O)C(=O)NCC(c2cccs2)S(=O)(=O)c2ccccc2)cc1 (stereo unspecified)	-11%
CC1(C)N=C(N)N=C(N)N1c1ccc(CCCCc2ccccc2)cc1	-5%
Cc1ccc(CN(C)C[C@@H]2OCc3cnnn3CCCC(=O)N([C@H](C)CO)C[C@H]2C)cc1	-1%
COc1ccc(OC)c(CN2CCN(S(=O)(=O)c3ccccc3)CC2)c1	-9%
CC(=O)c1ccc(NC(=O)c2ccc(CN3C(=O)CCn4nc(C)cc43)cc2)cc1	-3%
O=C(/C=C/c1ccccc1)NCCc1ccc2c(c1)OCCO2	-2%
Cc1cc(C2=NNC(=NCCc3ccccc3)SC2)c(C)n1CC1CCCO1 (stereo unspecified)	-3%
CC(C)(C)C(=O)Cn1c(=O)n(-c2ccc(Cl)cc2)c(=O)c2c3c(sc21)CCCC3	20%
Cc1ccc(C)c(NC(=O)CSc2nc(=O)n(CCN(C)C)c3c2CCC3)c1	-18%
N#CC1=C2N=C(N)c3ccccc3N2C2=C(C(=O)CCC2)C1c1cccc(Cl)c1 (stereo unspecified)	2%
Cc1nnc(SCc2ccc([N+](=O)[O-])cc2)[nH]c1=O	1%
Cc1cc(C)c2nc(N(CCCN(C)C)C(=O)c3ccc4c(c3)OCCO4)sc2c1	4%
COc1ccc(Cl)cc1NC(=O)Cn1c(=O)c(-c2ccccc2NC(C)=O)nc2ccccc21	0%
O=S(=O)(Nc1ncnc2scc(-c3ccc(F)cc3)c12)c1cc(F)ccc1F	-4%
Cc1ccc(S(=O)(=O)N2CCC(C(=O)OCC(=O)N(Cc3ccccc3)C(C)(C)C)CC2)cc1C	1%
CCOc1ccc2nc(N3CCN(C(=O)c4ccc5c(c4)CCCC5)CC3)sc2c1	0%
Cc1cc(Br)c2c(c1)/C(=C/C(=O)c1cccs1)C(=O)N2	-21%
COc1ccc(NC(=O)C(Cc2ccccc2)n2cccc2)c(OC)c1 (stereo unspecified)	3%
CC(C)(C)Cc1nnc(NC(=O)Cc2cccs2)s1	3%
C[C@@H]1CN([C@H](C)CO)C(=O)c2cc(Br)cnc2O[C@@H]1CN(C)C(=O)Nc1cccc(F)c1	6%
CCc1ccc(NC(=O)C2CCN(S(=O)(=O)c3ccc4[nH]c(=O)ccc4c3)CC2)cc1	1%
Cc1cccc(OCC(=O)Nc2c(C)ccc3nsnc23)c1C	-8%
O=C(OCN1C(=O)c2ccccc2C1=O)c1cc(S(=O)(=O)N2CCOCC2)ccc1F	0%
O=C(CCn1cccc(C(F)(F)F)c1=O)Nc1cccc(C(F)(F)F)c1	-43%[inhibitor]
Cc1ccccc1C(=O)N/N=C1\SCC(=O)N1Cc1ccco1	11%
O=C(Nc1nn[nH]n1)c1cccc([N+](=O)[O-])c1	0%
Cn1cc(C(=O)N/N=C/c2cccs2)c2ccccc21	-1%
Cc1ccc(NC(=O)CSc2nc3c(c(=O)[nH]2)CCC3)cc1Cl	1%
CCCCCC(=O)N1C[C@H](n2cc(COC(=O)c3ccccc3)nn2)[C@@H](O)C[C@@H]1c1ccc(C)cc1	7%
CCOC(=O)C1C(=O)CC(C)(O)C(C(=O)OCC)C1c1ccc([N+](=O)[O-])cc1 (stereo unspecified)	-4%
Cc1ccc(S(=O)(=O)N2CCCc3cc(NS(=O)(=O)c4cc(C)ccc4C)ccc32)cc1	3%
COc1ccc(S(=O)(=O)N2Cc3ccccc3CC2C(=O)Nc2ccc(C)cc2C)cc1OC (stereo unspecified)	5%
O=C(OCC(=O)N1CCCc2ccccc21)c1ccc(S(=O)(=O)C(F)F)cc1	16%
O=C(Cn1cc(S(=O)(=O)Cc2cccc(Cl)c2)c2ccccc21)Nc1ccccc1Cl	-1%
CC#CC(=O)N1CCC(n2nccc2NC(=O)CCc2ccccc2)CC1	-3%
CC(C)(C)c1cc(C(=O)C[n+]2ccc(C(=O)NCCCO)cc2)cc(C(C)(C)C)c1O	-5%
CC(=O)c1cc(-c2ccccc2)n(CCC(=O)NCCc2ccccc2)c1C	8%
COc1ccc(-c2noc(CCC(=O)NC3CCCC3)n2)cc1	9%

Next compounds.
Structure	aSyn yeast rescue
COc1cc(/C=N/NC(=O)c2ccc3nc[nH]c3c2)ccc1O	5%
O=C(O)c1sc2cccc(Cl)c2c1Cl	1%
CCOc1ccccc1CNC(=O)c1ccc(CS(=O)Cc2cccc(Cl)c2)o1 (stereo unspecified)	-1%
CCc1ccc(-n2nc3cc(C)c(NC(=O)c4cccc5ccccc45)cc3n2)cc1	6%
Cc1onc(-c2ccccc2Cl)c1C(=O)Nc1nnc(-c2ccc(F)cc2)s1	5%
COc1ccc(-n2nnnc2C2CCN(S(=O)(=O)c3ccc(C(C)(C)C)cc3)CC2)cc1	8%
Cc1ccc(NS(=O)(=O)c2c(C)nc3sccn3c2=O)c(C)c1	-2%
CCCCN(C)CCNC(=O)c1c(C)oc2ncnc(N3CCOCC3)c12	1%

Overlap with the part before: four entries, then new ones.
smiles	aSyn yeast rescue
Cc1onc(-c2ccccc2Cl)c1C(=O)Nc1nnc(-c2ccc(F)cc2)s1	5%
COc1ccc(-n2nnnc2C2CCN(S(=O)(=O)c3ccc(C(C)(C)C)cc3)CC2)cc1	8%
Cc1ccc(NS(=O)(=O)c2c(C)nc3sccn3c2=O)c(C)c1	-2%
CCCCN(C)CCNC(=O)c1c(C)oc2ncnc(N3CCOCC3)c12	1%
COc1cccc(NC(=O)N(Cc2c[nH]c3ccccc23)C2CCCCC2)c1	17%
Cc1ccc(C(=O)OCC(=O)Nc2cccc(S(=O)(=O)N3CCCCC3)c2)s1	1%
Cc1ccc(CCNC(=O)c2cccc(Nc3nc4ccccc4nc3-n3nc(C)cc3C)c2)cc1	-1%
Cc1cc(C)c(C(=O)NCC(=O)c2ccccc2)c(C)c1	-6%
COc1ccc(OC)c(CNC(=O)c2cc3cc4ccc(OC)cc4nc3o2)c1	-12%
Cc1nn(Cc2ccccc2Cl)c2sc(C(=O)Nc3nccs3)cc12	-2%
C=CCN(C(=O)c1csnn1)C(C(=O)NCc1ccccc1)c1ccccc1F (stereo unspecified)	8%
COc1ccc(Nc2cc(C(=O)NC3CCC(C)CC3)c3ccccc3n2)cc1OC (stereo unspecified)	10%
C=CCn1c(SCCOC)nc2c1c(=O)[nH]c(=O)n2C	-1%
NS(=O)(=O)c1ccc(NC2(C(=O)O)CCCC2)cc1	-10%
CCN(CC(=O)NCc1cccs1)C(=O)/C=C/c1ccc(F)cc1	8%
CCCN(CCC)C(=S)NC1CC2C=CC1C2 (stereo unspecified)	-2%
CCOc1cc(NC(=O)c2ccccn2)c(OCC)cc1NC(=O)c1ccccc1	-2%
CCOc1ccc(NC(=O)Cn2cc(C(=O)c3ccc(CC)cc3)c(=O)c3ccc(C)nc32)cc1	-10%
CN(C)C(CNC(=O)C1CCN(S(=O)(=O)c2cccc(Cl)c2Cl)CC1)c1ccccc1 (stereo unspecified)	2%
CNC(=O)C[C@H]1C(=O)N(c2ccccc2)C[C@@H]1C	-2%

4 of these compounds, reformatted:
NS(=O)(=O)c1ccc(NC2(C(=O)O)CCCC2)cc1
  aSyn yeast rescue: -10%

CCCN(CCC)C(=S)NC1CC2C=CC1C2 (stereo unspecified)
  aSyn yeast rescue: -2%

CCOc1cc(NC(=O)c2ccccn2)c(OCC)cc1NC(=O)c1ccccc1
  aSyn yeast rescue: -2%

CCN(CC(=O)NCc1cccs1)C(=O)/C=C/c1ccc(F)cc1
  aSyn yeast rescue: 8%

Later entries:
smiles	aSyn yeast rescue
O=C(c1ccc2c(c1)N(Cc1ccccc1)C(=O)c1ccccc1S2(=O)=O)N1CCOCC1	5%
COc1ccc(NC(=O)CCNS(=O)(=O)c2ccccc2F)cc1S(N)(=O)=O	2%
Cc1ccc(NC(=O)CN(C)S(=O)(=O)c2cnc[nH]2)cc1	0%
COc1ccc(CNC(=O)Cn2cc([N+](=O)[O-])cn2)cc1	4%
CC(=O)c1ccc(NC(=O)c2ccc(-c3ccc(Cl)cc3)o2)cc1	-9%
Cc1ccc(N(CC(=O)NCc2ccccc2)C(=O)CCC(=O)Nc2ccccn2)cc1	4%
CC(CNC(=O)c1nnc(Cc2cccc(F)c2)o1)c1ccccc1 (stereo unspecified)	-6%
CC1(C)CC(C(=O)Nc2ccccc2)C(=O)O1 (stereo unspecified)	12%
COc1ccc(N2C(=O)NC(NS(=O)(=O)c3ccc(NC(C)=O)cc3)(C(F)(F)F)C2=O)cc1 (stereo unspecified)	5%
O=C(Cn1ncc2c3ccccc3n(Cc3ccc(F)cc3)c2c1=O)NCCC1=CCCCC1	1%
Nc1cc(=O)nc2cn[nH]n12	0%
COc1ccccc1N1CCN(C(=O)CCCn2nc(C)c([N+](=O)[O-])c2C)CC1	3%
COc1ccc(-c2cc(C)no2)cc1S(=O)(=O)NCc1ccco1	-9%
C[C@H](CO)N1C[C@H](C)[C@H](CN(C)S(=O)(=O)c2ccccc2F)OCc2cnnn2CCCC1=O	15%
O=C(Nc1ccc(NC(=O)C2CCCCC2)nc1)c1cccc(F)c1	2%
O=C(CSc1nc(-c2cccc(F)c2)[nH]c1-c1ccccc1)Nc1ccc2c(c1)OCCO2	-46%[inhibitor]
Cc1ccc(CN2CCSc3ccc(C(=O)Nc4ccc(F)cc4F)cc32)cc1	-4%
N#Cc1ccccc1OCC(=O)N1CC(=O)Nc2ccccc21	-11%
CN(Cc1ccccc1)C(=O)c1nc(-c2ccc(Cl)cc2)n2c1CCCCC2	14%
C[C@@H]1CCCCO[C@H](CN(C)C)[C@H](C)CN([C@@H](C)CO)C(=O)c2cc(NC(=O)Nc3ccc(C(F)(F)F)cc3)ccc2O1	5%
Cc1nc(-c2ccccn2)sc1C(=O)O	-5%
CCN(C(=O)Cn1nnc2sc3c(c2c1=O)CCC(C(C)(C)C)C3)c1cccc(C)c1 (stereo unspecified)	6%
O=C(Nc1ccc2oc(-c3ccncc3)nc2c1)c1ccc([N+](=O)[O-])o1	10%
COc1ccccc1N1CCN(C(=O)Cn2c(=O)n3nc(-c4cccc(F)c4)nc3c3ccccc32)CC1	-10%
Cc1ccc(S(=O)Cc2nc(-c3ccc(C(=O)NC(C)c4ccccc4)cc3)oc2C)cc1 (stereo unspecified)	-16%
CC(=O)N1CCc2c(sc3c2c(=O)n(CCc2ccccc2)c(=O)n3Cc2ccc(Cl)cc2)C1	-9%
Cc1ccc(CN(C(=O)COc2ccc(Cl)cc2)c2ccccn2)o1	10%
N#Cc1ccc(C(=O)N2CCC3CC2c2cc(N4CCCCC4)ccc23)cc1 (stereo unspecified)	-8%
O=C(O)c1ccc(Cl)c(S(=O)(=O)N(Cc2ccccc2)c2ccccc2)c1	-1%
COc1ccc(C2NC(=O)N(C)C3=C2C(=O)N(c2cccc(C(=O)O)c2)C3)cc1 (stereo unspecified)	-3%
CCOc1ccccc1C(=O)NCc1nc2cccnc2n1Cc1ccc(C)cc1	-15%
O=C(O)C1CCN(S(=O)(=O)c2cccs2)CC1	2%
COc1cc(C)c(CN2CCN(C(=O)CCC(=O)c3ccc(C)s3)CC2)cc1OC	-3%
COc1ccc(CNC(=O)C2CCCN(C(=O)c3cnn(-c4ccc(F)cc4)c3-n3cccc3)C2)cc1 (stereo unspecified)	2%
COc1ccc(-c2cc(C(=O)Nc3c(Cl)cccc3Cl)no2)cc1OC	5%
